High-throughput results deposited in PubChem by Sanford-Burnham Center for Chemical Genomics.
UPR XBP1 act: activators of adaptive XBP1 UPR arm, primary screen, cell-based, CHO-XBP1 luciferase reporter, luminescence, uHTS | IRE1-XBP1 UPR activation; percent of tunicamycin response, DMSO as zero | activation, % at 20 µM | hit rate 0.33% among 330,000;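 active = versus positive control, 20 µM dose yields 30% or more activation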;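 also: 100% = tunicamycin at 10 µg/mL and 0% = DMSO only wells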
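Signal: luciferase luminescence; Assay system: CHO-XBP1 luciferase reporter cells; Amount: one thousand reporter cells per well; Dosing: 20 µM single concentration, DMSO 1%; Benchmarks: high control tunicamycin 10 µg/mL final, low control DMSO vehicle only; Schedule: 6 h compound exposure at 37 °C, 5% CO2; Evaluation: percent activation relative to tunicamycin reference.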
Mdm2 MdmX PPI: inhibitors of human Mdm2-MdmX association, primary screen, cell-based, luminescence, split luciferase, SaOS-2, uHTS; Protein Mdm4 (Homo sapiens) + E3 ubiquitin-protein ligase Mdm2 (Homo sapiens), …; SaOS-2 split-luciferase Mdm2/MdmX complementation; inhibition, % at 8 µM; hit rate 3% among 330,000; AID 485346, 2010;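 active = inhibition of at least 50% at 8 µM in the primary screen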
Target sequence (O15151 whole entry, looked up): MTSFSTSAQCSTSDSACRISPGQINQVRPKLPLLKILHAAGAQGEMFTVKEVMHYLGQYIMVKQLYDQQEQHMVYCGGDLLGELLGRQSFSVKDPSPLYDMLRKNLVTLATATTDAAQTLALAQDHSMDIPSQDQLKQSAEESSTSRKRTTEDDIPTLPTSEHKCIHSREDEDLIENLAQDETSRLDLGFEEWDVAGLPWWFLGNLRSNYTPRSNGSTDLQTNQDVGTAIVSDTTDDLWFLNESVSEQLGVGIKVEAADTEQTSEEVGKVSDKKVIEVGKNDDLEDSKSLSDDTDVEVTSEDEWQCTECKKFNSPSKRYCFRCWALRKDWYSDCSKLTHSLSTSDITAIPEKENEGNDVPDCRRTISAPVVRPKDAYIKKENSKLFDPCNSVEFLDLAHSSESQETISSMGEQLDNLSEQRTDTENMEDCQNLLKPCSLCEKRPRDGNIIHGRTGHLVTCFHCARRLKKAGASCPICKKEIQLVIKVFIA
Target sequence (Q00987 whole entry, looked up): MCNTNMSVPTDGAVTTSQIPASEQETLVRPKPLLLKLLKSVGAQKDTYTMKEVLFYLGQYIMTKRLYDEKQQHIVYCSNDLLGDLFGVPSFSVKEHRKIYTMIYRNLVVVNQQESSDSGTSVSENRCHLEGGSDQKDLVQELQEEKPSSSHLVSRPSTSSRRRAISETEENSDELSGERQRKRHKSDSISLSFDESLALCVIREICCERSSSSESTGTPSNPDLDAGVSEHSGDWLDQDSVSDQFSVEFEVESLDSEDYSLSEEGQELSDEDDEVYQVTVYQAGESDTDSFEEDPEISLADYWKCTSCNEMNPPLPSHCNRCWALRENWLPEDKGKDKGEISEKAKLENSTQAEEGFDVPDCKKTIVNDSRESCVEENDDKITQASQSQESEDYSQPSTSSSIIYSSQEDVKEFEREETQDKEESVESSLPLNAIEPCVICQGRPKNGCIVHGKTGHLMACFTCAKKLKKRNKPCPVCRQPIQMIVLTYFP
TIM10 inh: growth inhibitors of isogenic TIM10 control yeast, primary screen, counter-screen for tim10-1 yeast inhibitor project, luminescence, uHTS | S. cerevisiae TIM10 strain growth, BacTiter-Glo luminescence, 24 h | inhibition, % at 10 µM | hit rate 1.4% among 330,000;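 active = inhibition of 40% or more at the single tested concentration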;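 also: wild-type TIM10 isogenic control strain grown at permissive 25 °C; 0% = DMSO yeast wells and 100% = minimal medium wells without yeast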
UPR CHOP act: activators of apoptotic CHOP UPR arm, primary screen, cell-based, CHO-CHOP luciferase reporter, luminescence, uHTS | activation, % at 10 µM | hit rate 0.34% among 330,000 | AID 449763, 2010 | UPR activation; percent of tunicamycin response over DMSO baseline;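 active = at 10 µM dose, activation of 40% or more, normalized to positive control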;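 also: 100% = tunicamycin at 10 µg/mL and 0% = DMSO alone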
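measured by = luciferase luminescence | assay system = CHO-CHOP cells, stable luciferase reporter of PERK-eIF2a-CHOP signalling | amount = 500 reporter cells seeded per well | timing = 6 h compound exposure at 37 °C after overnight seeding | controls = positive tunicamycin 10 µg/mL, negative DMSO alone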
APJ agonist: agonists of human apelin receptor APJ, primary screen, CHO-K1 cells, PathHunter beta-arrestin, luminescence | P35414 | activation, % at 20 µM | hit rate 0.11% among 330,000 | 0% DMSO wells, 100% apelin;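 active = activation more than six SD over the plate average, tested at 20 µM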;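 also: 0% = DMSO alone and 100% = apelin-13 at 10 nM; some results filed as inactive read as strong as hits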
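Assay system: CHO-K1 cells stably expressing ProLink-tagged human APJ and arrestin–beta-gal acceptor. Compound dosing: 20 µM single point, 1% DMSO. Times: 16-18 h seeding, 90 min dark compound exposure, 60 min detection. Detection: beta-gal luminescence. Evaluation: APJ–arrestin association signal. Controls: negative DMSO alone, positive Apelin-13 at 10 nM.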
NLRP3 yeast inh: NALP3 inflammasome inhibitors in reconstituted yeast, primary screen, luminescence, uHTS; Yeast reconstituted NLRP3/ASC/caspase-1, beta-gal luminescence, 24 h; inhibition, % at 10 µM; hit rate 0.39% among 330,000; AID 2825, 2010;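 active = inhibition of 50% or more; inactive = inhibition below 50%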;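 also: plate controls were induced DMSO wells for no effect and uninduced yeast grown without galactose for full effect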
tim23-1 inh: growth inhibitors of tim23-1 mutant yeast, primary screen, luminescence, uHTS. S. cerevisiae tim23-1 growth, BacTiter-Glo luminescence, 24 h. inhibition, % at 20 µM. hit rate 1.3% among 330,000. AID 463212, 2010;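 active = growth inhibition of the mutant yeast at or above 50%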;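 also: temperature-sensitive mutant grown at 25 °C; plate controls were DMSO-treated mutant yeast for no effect and medium wells lacking yeast for full effect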
GRIN3A LBD mod: binders of NR3A ligand-binding domain, primary screen, biophysical, differential scanning fluorimetry, uHTS. NR3A LBD differential scanning fluorimetry, Tm shift; 0% = protein alone, 100% = glycine-bound protein. Tm shift relative to glycine control, % at 25 µM. hit rate 2.5% among 340,000;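 active = melting temperature shift of at least 10% of the positive control shift, at one fixed dose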
tim10-1 inh: growth inhibitors of tim10-1 mutant yeast, primary screen, luminescence, uHTS; S. cerevisiae tim10-1 ts strain growth, BacTiter-Glo, 24 h; inhibition, % at 20 µM; hit rate 2.2% among 330,000; AID 463190, 2010;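 active = inhibition of at least 40%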;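 also: mutant grown at 25 °C; 0% = DMSO wells with yeast and 100% = wells holding no yeast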
* hit, by the source's call.

SMILES	UPR XBP1 act	Mdm2 MdmX PPI	TIM10 inh	UPR CHOP act	APJ agonist	NLRP3 yeast inh	tim23-1 inh	GRIN3A LBD mod	tim10-1 inh
CCc1ccc(CN(C)C(=O)C2=CC=CN3CCS(=O)(=O)N=C23)cc1	-1	-4	-11	1.4	4	-1	8	-2	-6
O=C(NC1CCN(C(=O)Nc2cccc(Cl)c2)CC1)c1ccccc1	-3	17	-9	-0.3	2	6	5	-2	-2
CCNc1nc(NCC)n2c(SC(C)C(=O)c3ccc(C)cc3)nnc2n1 (stereo not given)	0	-8	1	1.7	2	2	6	-4	9
COc1cc(OC)nc(Oc2cc(/C=N/O)ccc2OC)n1	0	-9	11	-2.1	-2	-15	19	-1	27
COc1ccccc1NC(=O)C(NC(=O)c1ccc(C)cc1)c1ccccc1 (stereo not given)	-6	10	-2	1.5	-2	9	22	-1	11
CCC(=O)c1cn(CC(=O)NCc2ccco2)c2ccccc12	2	-23	-10	4.4	1	-3	15	-1	-13
CC(C)(C)c1nnc(NC(=O)C2CCN(c3ncccn3)CC2)s1	-1	-40	20	-1.6	1	0	15	-1	17
O=C(NC1CCCCC1)C(c1cccnc1)N(C(=O)c1csnn1)C1CCCC1 (stereo not given)	0	4	-3	0.3	-3	0	8	0	12
COc1cc(NC(=O)CCS(=O)(=O)c2ccc3c(c2)oc(=O)n3C)cc(OC)c1OC	-8	32	-5	1.8	-4	9	-10	0	1
COc1ccc(C(=O)NC(=S)N(CCC(C)C)c2c(N)n(Cc3ccccc3)c(=O)[nH]c2=O)cc1	1	-8	3	1.0	-2	5	9	-3	12
CCCc1nc2ccccc2c(NC(=O)CN(CC)CC)c1CC	5	-22	11	-1.1	-3	0	12	-1	10
Cc1cccc(C)c1NC(=O)CCCSc1nnnn1C	0	-4	-3	1.9	2	2	6	-1	7
CCOCCn1c(SC(C)C(C)=O)nc2c1c(=O)[nH]c(=O)n2C (stereo not given)	3	-8	12	0.3	3	4	22	-1	9
CCOC(=O)CSc1nnc(CSc2nc(C)cc(C)n2)n1Cc1ccco1	0	13	-1	1.1	-1	8	14	1	20
CCC(C)c1ccc(NC(=S)NCc2cccs2)cc1 (stereo not given)	1	19	54*	0.1	-5	22	53*	8	56*
COc1ccc(Cn2c(=O)c3[nH]cnc3n(-c3ccc(C)cc3)c2=O)cc1	-2	11	-10	-0.9	2	15	0	0	4
CCN(Cc1ccccc1)C(=O)CSc1nc(C)cc(C)c1C#N	-1	3	-33	-2.2	-1	3	30	-1	22
C=CCn1c(-c2cccc(OCC)c2)n[nH]c1=S	3	9	20	-0.5	-2	16	20	0	27
O=C(C1=C[C@H](C2CCCCC2)C[C@H](OCc2ccc(CO)cc2)O1)N1CCN(Cc2ccc3c(c2)OCO3)CC1	3	52*	-4	6.5	-8	7	0	5	11
COC(=O)C1=NNC2C(=O)N(c3ccc(C)cc3)C(=O)C12 (stereo not given)	1	8	3	-2.5	-1	12	-4	-1	-1
NC(=O)c1ccc(NC(=O)COC(=O)c2n[nH]c3ccccc23)cc1	-3	-8	-4	-0.1	3	13	6	9	9
CCOc1ccc(S(=O)(=O)n2ccnc2)c2ccccc12	0	12	-9	-1.6	-3	17	8	2	13
O=C1C2C3C=CC(CO)(O3)C2C(=O)N1c1ccccc1-c1ccccc1 (stereo not given)	-5	1	19	7.7	-4	-22	-5	0	53*
NC(=O)c1ccc(NC(=O)C2CC2)cc1	3	8	-3	1.6	-2	-2	-1	-1	4
CSc1nnc(NC(=O)c2ccc(S(=O)(=O)N(C)C)cc2)s1	-3	-17	-5	-1.5	-5	16	0	0	-6
COC(=O)c1sc(NC(=O)CSc2nc3nc(C)cc(C)n3n2)c(C(=O)OC)c1C	12	39	-6	-0.5	0	3	-5	-1	4
COc1ccc(NC(=O)N(C)C[C@H]2Oc3ccc(NC(=O)NC(C)C)cc3C(=O)N([C@H](C)CO)C[C@@H]2C)cc1	-1	-5	-4	-0.1	-1	2	2	1	5
CCCCC(=O)Nc1nnc(-c2ccc(OC)cc2)s1	0	-4	8	2.9	-1	20	10	-2	3
CCOC(=O)Cc1csc(NS(=O)(=O)c2cccc([N+](=O)[O-])c2)n1	-5	9	-3	-1.8	-3	7	8	0	13
Cc1n[nH]c(=S)n(/N=C/c2ccccn2)c1=O	2	7	-7	-1.9	-3	9	-20	0	-3
O=C(Nc1cccc(O)c1)C(Cc1ccccc1)N1C(=O)c2cccc3cccc(c23)C1=O (stereo not given)	4	11	1	-1.5	-2	13	12	-3	20
CCN(CC(=O)NCc1cccs1)C(=O)c1ccc(NS(=O)(=O)c2ccc(F)cc2)cc1	-3	10	-8	-1.0	-1	17	-5	4	-8
O=c1c2c(nc3cc(-c4ccccc4)[nH]n13)CCC2	-2	-2	-14	-2.4	1	26	-15	1	-9
CCOc1ccc(N2C(=O)c3ccccc3C2=O)cc1	5	4	11	6.8	4	4	2	1	7
Cc1ccc(Nc2nc(-c3c(C)n(C)n(-c4ccccc4)c3=O)c(C)s2)cc1	-1	-6	14	-0.4	-3	-9	24	0	22
CC(C)(CNC(=O)c1cccc(F)c1)CNC(=O)c1cccc(F)c1	-1	-1	21	-2.2	-4	-2	16	-1	31
COc1ccc(C(=O)CSc2nnc(-c3ccccn3)n2Cc2ccco2)cc1	1	8	-8	-0.1	1	11	21	1	32
COC(=O)c1cccc(Oc2nc3c(c(=O)n(C)c(=O)n3C)n2C(C)C)c1	1	9	13	-0.6	-3	16	22	0	23
CCc1noc(C)c1C(=O)N(CC)CC(=O)Nc1ccccc1C(F)(F)F	-3	21	-7	2.8	-1	8	-6	5	-11
Cc1ccc(-c2nnc(N3CCN(C(=O)CSc4ncn[nH]4)CC3)c3ccccc23)cc1	-1	28	7	-0.2	4	14	8	-1	6
CCC(Sc1nncn1C)C(=O)Nc1nnc(-c2ccccc2Cl)s1 (stereo not given)	4	16	6	5.1	-1	17	13	-4	11
Cc1nn(-c2ccccc2)c(Cl)c1C(=O)Nc1nnc(C2CCCC2)s1	-4	1	16	1.0	2	20	11	3	8
CCOc1ccc(N=c2scc(-c3ccc(OC)cc3)n2CCO)cc1	-1	30	23	2.4	0	15	12	6	11
CCN(C(=O)COC(=O)CSc1ccc([N+](=O)[O-])cc1)C1CCS(=O)(=O)C1 (stereo not given)	-2	18	2	-1.7	-6	6	6	-2	1
Cc1ccc(NS(=O)(=O)c2ccc(C(=O)OCC(=O)NCC3CCCO3)cc2)cc1 (stereo not given)	-6	5	0	0.4	-3	8	13	-1	-5
Cc1ccc(C)c(NC(=O)[C@@H]2CCCN2S(=O)(=O)c2ccccc2F)c1	-3	-14	-3	-1.2	1	6	14	-3	3
COc1ccc(C(C(=O)NC2CCCC2)N(Cc2ccc(F)cc2)C(=O)c2ccn[nH]2)cc1OC (stereo not given)	0	4	0	-2.0	1	10	6	-1	-3
Cc1nc2sc(C(c3ccco3)N3CCN(C(c4ccccc4)c4ccccc4)CC3)c(O)n2n1 (stereo not given)	-1	12	3	0.4	-2	10	7	-3	15
CCOc1ccccc1NC(=O)c1cccc(NC2=NC3CS(=O)(=O)CC3S2)c1 (stereo not given)	-1	-23	-4	2.3	-2	17	12	0	12
c1ccc(-c2nc3ccccc3c3nc4ccccc4n23)cc1	8	-13	16	0.9	-1	-30	6	-4	27
CC(=O)c1ccc([N+](=O)[O-])c(CS(=O)(=O)c2ccccc2)c1	-1	18	-3	-1.0	1	31	1	-2	9
COc1ccc(-c2cc(C(=O)Nc3c(Cl)cc(Cl)cc3Cl)c3ccccc3n2)cc1OC	3	45	23	2.8	2	10	4	-12	21
O=C(CN1CCCc2ccccc21)Nc1cc(S(=O)(=O)N2CCCC2)ccc1Cl	-2	32	-13	-1.3	1	31	14	0	-4
COc1ccc(CSCC(=O)Nc2ccccc2SC)cc1	0	33	-12	-0.9	1	18	32	-1	31
c1ccc2oc(-c3[nH]ncc3CN3CCSCC3)cc2c1	-3	7	-4	-0.2	0	10	27	0	19
CC(C)CNCC(=O)N1c2ccccc2Sc2ccccc21	1	-6	-60	0.6	-5	10	7	0	-16
CCN1C2=NCCCN2c2cc(C)c(C)cc21	-2	9	-19	-2.3	-3	17	-3	0	-19
COCCn1c(N)c(N(Cc2ccccc2)C(=O)CSCC(=O)Nc2ccc(C)cc2)c(=O)[nH]c1=O	2	1	4	-1.3	4	12	19	0	19
Cc1ccc(C)c(-c2csc(NC(=O)c3cnccn3)n2)c1	-2	26	2	-1.2	-6	37	-9	3	-8
O=Cc1ccccc1-c1cn(CCCOCc2ccccc2)nn1	2	-11	9	-0.9	8	10	40	-1	12

Structures above that bear a hit mark in Mdm2 MdmX PPI.
| smiles | UPR XBP1 act | Mdm2 MdmX PPI | NLRP3 yeast inh | GRIN3A LBD mod |
| --- | --- | --- | --- | --- |
| O=C(C1=C[C@H](C2CCCCC2)C[C@H](OCc2ccc(CO)cc2)O1)N1CCN(Cc2ccc3c(c2)OCO3)CC1 | 3 | 52* | 7 | 5 |

(continued)
SMILES	UPR XBP1 act	Mdm2 MdmX PPI	TIM10 inh	UPR CHOP act	APJ agonist	NLRP3 yeast inh	tim23-1 inh	GRIN3A LBD mod	tim10-1 inh
Cc1ccc(CCNC(=O)Cc2ccc(NC3=NC4CS(=O)(=O)CC4S3)cc2)cc1 (stereo not given)	-2	21	9	-2.0	-1	7	-8	-2	1
Cc1ccc(S(=O)(=O)N2C(=O)CCC2C(=O)N2CCCCC2)cc1 (stereo not given)	-3	-5	5	-0.2	-3	19	11	-1	8
COc1ccc(N2CCN(CC(=O)c3c(C)n(C)c4ccc(OC)cc34)CC2)cc1	-2	22	-10	-1.5	-4	27	18	-1	11
O=C(Nc1ccc(Br)cc1)c1cccc(-n2cnnn2)c1	3	24	18	5.1	0	11	3	39*	-15
CCOC(=O)C(CCCOc1ccccc1)C(=O)OCC	-1	-8	9	-0.5	-2	15	11	-1	5
COc1cccc(NC(=O)c2cc(-c3ccc(OC)cc3OC)nc3ccccc23)c1	1	-15	25	1.1	1	3	18	0	21

Record cards, as listed above. Order of screens: UPR XBP1 act	Mdm2 MdmX PPI	TIM10 inh	UPR CHOP act	APJ agonist	NLRP3 yeast inh	tim23-1 inh	GRIN3A LBD mod	tim10-1 inh
`COCCn1c(N)c(N(Cc2ccccc2)C(=O)CSCC(=O)Nc2ccc(C)cc2)c(=O)[nH]c1=O` in the list: 2	1	4	-1.3	4	12	19	0	19
`COC(=O)C1=NNC2C(=O)N(c3ccc(C)cc3)C(=O)C12` (stereo not given) in the list: 1	8	3	-2.5	-1	12	-4	-1	-1
`COc1ccc(CSCC(=O)Nc2ccccc2SC)cc1` in the list: 0	33	-12	-0.9	1	18	32	-1	31
